S2 tox = Viability Counterscreen for Primary qHTS for Inhibitors of ATXN expression; S2 cells (HEK-293 line with an ATXN2-luciferase reporter) viability, CellTiter-Fluor protease fluorescence, 24 h; AID 651635, 2014; Potency, µM (titrated, usually from 56.7 µM), hits mostly cytotoxic; hit rate 0.49% among 400,000; further: potency means the concentration at half of the fitted maximal effect; nearly all actives have a fitted effect of over 40% in size
MCF10A rereplic = A quantitative high throughput screen for small molecules that induce DNA re-replication in MCF 10a normal breast cells | hit rate 2.9% among 350,000 | Potency, µM (series often up to 46.1 µM), for the others: at the highest dose activity, positive = re-replication, hits mostly activators | MCF 10A DNA re-replication, Hoechst nuclear intensity, 48 h | AID 624296, 2012; further: potency means the concentration at half of the fitted maximal effect; % of control where 0% means no effect; nearly all actives have a fitted effect of over 50% in size
IL1B secr inh = qHTS for Inhibitors of Inflammasome Signaling: IL-1-beta AlphaLISA Primary Screen. hit rate 4.7% among 360,000. activity change, % at 57.5 µM. THP-1 LPS/ATP IL-1B secretion, AlphaLISA, 16 h; active compounds read low. AID 743279, 2014; in the data active means activity change below about -50%; inconclusive means mostly about -30% to -49%; further: on the % scale 0 is the no-effect control and ±100 the full control effect
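Secreted IL-1B measured by AlphaLISA bead assay after 16 h compound exposure of THP-1 cells; compounds (final up to 57.5 uM) added 1 h before LPS (250 ng/mL) and ATP (1.25 mM) stimulation; lower signal means less secretion.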
ATXN2 expr inh = Primary qHTS for Inhibitors of ATXN expression. HEK-293 ATXN2-luciferase reporter, luminescence, 24 h. Potency, µM (series often up to 57 µM), without a hit: at the highest dose activity change, negative = inhibition, actives largely listed as inhibitors. hit rate 0.72% among 360,000; further: potency means the concentration at half of the fitted maximal effect; on the % scale 0 is the no-effect control and ±100 the full control effect; nearly all actives have a fitted effect of over 55% in size
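ATXN2-luciferase reporter cells (luciferase flanked by upstream and downstream ATXN2 gene portions) were treated 24 h at 37 °C with compounds at up to 57 uM. SteadyGlo luminescence gave expression; GF-AFC fluorescence gave viability.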
HT1080-NT tox = qHTS for induction of synthetic lethality in tumor cells producing 2HG: qHTS for the HT-1080-NT fibrosarcoma cell line; HT-1080-NT fibrosarcoma viability, CellTiter-Glo ATP luminescence, 48 h; Potency, µM (titrated, usually from 46.1 µM), for inactives: top-dose activity, negative = less viability, hits mostly cytotoxic; hit rate 1.6% among 360,000; AID 686970, 2013;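 further: NT is the 2HG producing partner of a matched IDH1 knockdown line; potency means the concentration at half of the fitted maximal effect; 0% = DMSO-treated cells and -100% = media-only wells without cells; nearly all actives have a fitted effect of over 55% in size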
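A 48-hour cytotoxicity screen used HT-1080-NT cells plated 2 hours before compound delivery. ATP-based CellTiter-Glo luminescence measured viability, normalized to DMSO and no-cell controls.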
KB-V1 cytotox = qHTS assay for MDR1-selective chemotherapeutics: Primary screen using the drug-selected MDR subline cells KB-V1. KB-V1 MDR cells viability, CellTiter-Glo, 72 h. Potency, µM (titrated, usually from 46.1 µM), for the others: at the highest dose activity change, negative = cytotoxicity, actives largely listed as cytotoxic. hit rate 3.4% among 400,000. AID 1347076, 2019; further: potency means the concentration at half of the fitted maximal effect; on the % scale 0 is the no-effect control and ±100 the full control effect; nearly all actives have a fitted effect of over 60% in size
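KB-V1, DMEM (no phenol red) + 10% FBS; cpd pin-transferred, titration series; 72 h, 37 degrees C; CellTiter-Glo, luminescence. Data normalized, curve-fit.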
SW480 rereplic = A quantitative high throughput screen for small molecules that induce DNA re-replication in SW480 colon adenocarcinoma cells | SW480 DNA re-replication, Hoechst DNA content imaging, 48 h | Potency, µM (highest dose often 46.1 µM), without a hit: at the top dose re-replication activation, usual class: activators | hit rate 1.8% among 340,000 | AID 624297, 2012; further: potency means the concentration at half of the fitted maximal effect; % of control where 0% means no effect; nearly all actives have a fitted effect of over 55% in size
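250 cells/well; 23 nL cpd via pin tool; 48 hr, 37 C, 5% CO2; Hoechst 40 min; imager read of total nuclear intensity, ex 405/em 500-530 nm.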
KB-3-1 tox = qHTS assay for MDR1-selective chemotherapeutics: Primary screen using the parental adenocarcinoma cell KB-3-1; KB-3-1 viability, CellTiter-Glo ATP luminescence, 72 h; Potency, µM (titrated, usually from 46.1 µM), for inactives: at the highest dose activity change, negative = cytotoxic, actives largely listed as cytotoxic; hit rate 1.4% among 400,000; AID 1347075, 2019; further: potency means the concentration at half of the fitted maximal effect; on the % scale 0 is the no-effect control and ±100 the full control effect; nearly all actives have a fitted effect of over 60% in size
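Multi-concentration cytotoxicity screen in KB-3-1 cells grown in DMEM lacking phenol red with 10% FBS. After 72 h at 37 °C with compound, ATP-dependent luminescence was recorded.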
HT1080 IDH1KD tx = qHTS for induction of synthetic lethality in tumor cells producing 2HG: qHTS for the HT-1080-IDH1KD cell line; HT-1080 IDH1 knockdown viability, ATP luminescence, 48 h; Potency, µM (doses to about 46.1 µM), without a hit: top-dose activity, negative = toxicity, actives largely listed as cytotoxic; hit rate 2% among 360,000; AID 686971, 2013;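 further: potency means the concentration at half of the fitted maximal effect; 0% = DMSO wells and -100% = cell-free medium wells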
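In this qHTS, HT-1080 cells depleted of IDH1 are exposed for 48 h at 37 °C to compound titrations. Toxicity is scored from CellTiter-Glo luminescence, with DMSO as full viability and medium alone as none.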
The depositor's hits bear a star; i = inactive; ? = inconclusive; nt = no result given; & = joins results of further samples; [ ] = remark or other dose. Unless noted, the call rests on the fitted dose curve; in most records, active means well fitted curve in the direction sought with a large enough effect; inconclusive means small, poorly fitted or top-dose-only effect, or another doubt; inactive means no such curve, though single readings can be large; an effect the other way counts as inactive or inconclusive.

cpd	SMILES	S2 tox	MCF10A rereplic	IL1B secr inh	ATXN2 expr inh	HT1080-NT tox	KB-V1 cytotox	SW480 rereplic	KB-3-1 tox	HT1080 IDH1KD tx
1	COc1ccc(C(=O)NC2CC(C)(C)Cc3c2cnn3-c2ccccc2C)o1 (configuration not stated)	i	?	-6	72%[activator]	0%	18µM*	1%	-22%	9%
2	O=C(NC1CCCC1)C1CCN(S(=O)(=O)c2cccc3cccnc23)CC1	i	-19%	19	5%	8%	5%	12%[9.22 µM]	25%	7%
3	COc1ccc([C@H]2/C=C\CN(S(=O)(=O)c3cccc4cccnc34)[C@@H](C)C(=O)N2Cc2ccc(F)cc2)cc1	i	4%	-10	0%	0%	3%	-2%	7%	10%
4	Cc1cc(N2C3CCC2CC(O)(c2ccc(F)cc2)C3)nc(-c2ccccc2)n1 (configuration not stated)	i	1%	-56*	?	14µM*	-22%	0%	-28%	-4%[9.24 µM]
5	CN(C)N=Nc1ccc(S(=O)(=O)/N=C(\O)c2ccccc2)cc1	i	0%	10	nt	9%	15%	-8%	9%	6%
6	COc1ccc(-c2[nH]ncc2CN2CCCO2)c(F)c1	i	-2%	-3	nt	8%	0%	3%	0%	7%
7	C#CCOCCOCCOCCNc1nc(N2CCN(C(=O)[C@H]([C@@H](C)CC)n3cc(CCCCN)nn3)CC2)nc(N2CCN(C(=O)[C@H](CCCCN)n3cc(CCCC)nn3)CC2)n1	i	-3%	14	6%	12%	-13%	4%	0%	6%
8	Cc1ccc(OC(C)C(=O)N2CC(=O)Nc3ccccc32)cc1 (configuration not stated)	i	10%	5	27%	2%	?	-1%	-5%	3%
9	Cc1cc(C(C#N)c2ccccc2)n2ncnc2n1 (configuration not stated)	i	10%	-8	-15%	-7%	26%	1%	13%	-2%
10	Clc1ccccc1-c1nc2nc3ccccc3nc2n1-c1ccc2c(c1)OCO2	?	?	-10	-8%	4%	9.2µM*	2%	2%	0%
11	O=C(NCC(c1ccco1)N1CCN(c2ccccc2)CC1)c1cccs1 (configuration not stated)	i	1%	-9	7%	0%	-12%	-55%[inhibitor]	-9%	1%
12	CC(C)(C)c1ccc(C(CC(=O)O)NC(=O)C23CC4CC(CC(C4)C2)C3)cc1 (configuration not stated)	i	-6%	-14	nt	-3%	-23%	-10%	-12%	0%
13	O=C(NC1CCCc2c1cnn2-c1cc(F)cc(F)c1)c1ccc[n+]([O-])c1 (configuration not stated)	i	?	8	4%	1%	nt	9%	nt	1%
14	Cc1cc(C)nc(-n2ncc3c2CCCC3=O)n1	i	2%	4	nt	8%	?	-51%[inhibitor]	-4%	1%
15	COc1ccc(S(=O)(=O)Nc2ccccc2C(=O)N2CCCCC2)cc1C	i	7%	-12	-10%	0%	?	?	?	2%
16	COc1ccc(OC)c(C(=O)c2c(N)c(-c3nc(-c4ccc(C)c(C)c4)cs3)c3ccccn23)c1	i	nt	nt	13%	nt	21%	nt	-3%	nt

Arranged by value in SW480 rereplic (low to high): 3 of the compounds above
#	SMILES	SW480 rereplic
9	Cc1cc(C(C#N)c2ccccc2)n2ncnc2n1 (configuration not stated)	1%
10	Clc1ccccc1-c1nc2nc3ccccc3nc2n1-c1ccc2c(c1)OCO2	2%
13	O=C(NC1CCCc2c1cnn2-c1cc(F)cc(F)c1)c1ccc[n+]([O-])c1 (configuration not stated)	9%

The list goes on.
cpd	SMILES	S2 tox	MCF10A rereplic	IL1B secr inh	ATXN2 expr inh	HT1080-NT tox	KB-V1 cytotox	SW480 rereplic	KB-3-1 tox	HT1080 IDH1KD tx
17	C/C(=N\NS(=O)(=O)c1ccccc1)c1cc(Cl)cc(Cl)c1O	i	12%	-15	-2%	0%	-25%	?	-19%	-15%
18	Cc1ccc(NS(=O)(=O)c2cccc(C(=O)NCC(c3ccco3)N3CCCC3)c2)cc1 (configuration not stated)	i	12µM*	-3	-24%	-8%[9.24 µM]	-11%	?	-8%	-10%
19	CC(C)(C)N1C(=O)c2ccc(C(=O)Nc3cc(C(=O)O)cc(C(=O)O)c3)cc2C1=O	nt	7%	9	nt	7%	18%	-3%	1%	10%
20	CC(C)OCc1ccc(C(=O)N2CCN(CC(=O)N3CCCC3)CC2)cc1	i	1%	11	9%	7%	-4%	-8%	8%	7%
21	COc1ccc(C(=O)Oc2ccc3c(c2)OCO3)cc1OC	i	?	21	33%[activator]	3%	-9%	1%	-1%	-2%
22	C[C@]12C=CC(=O)C=C1CC[C@H]1[C@@H]3C[C@@H](O)[C@](O)(C(=O)CO)[C@@]3(C)C[C@H](O)[C@@]12F	i	8%&2%	?	-5%&-6%	19%	-3%	-20%&-67%	0%	?
23	COc1ccc(CCNC(=O)C2CCN(C(=O)c3ccc(OC)c(OC)c3)CC2)cc1	i	-6%	-21	-13%	2%	1%	7%	-15%	-6%
24	Cc1c(Cc2ccccc2)c(=O)oc2cc(OCc3ccc(C(=O)O)cc3)ccc12	i	22%	-14	-3%[11.3 µM]	-9%	-3%	9%	-10%	-1%

More entries.
The line under a structure holds: S2 tox | MCF10A rereplic | IL1B secr inh | ATXN2 expr inh | HT1080-NT tox | KB-V1 cytotox | SW480 rereplic | KB-3-1 tox | HT1080 IDH1KD tx
(25) O=C(CCn1c(=S)[nH]c2ccccc2c1=O)NCCCN1CCOCC1
  i | 5% | 6 | 4% | -1% | 3% | -5% | 2% | 7%
(26) CCOC(=O)c1ccc2[nH]c(C)c(CN3CCN(C)CC3)c(=O)c2c1
  i | -3% | 13 | 0% | 17% | -4% | -3% | 9% | 4%[9.24 µM]
(27) Cn1c(=O)c2c(-c3ccc(C(C)(C)C)cc3)n(CC3CCCO3)cc2n(C)c1=O (configuration not stated)
  i | 5% | 2 | 9% | 7% | ? | -3% | -19% | -6%
(28) O=C(Nc1ccc(O)c(-c2nc3ccccc3o2)c1)c1cccs1
  i | nt | nt | 5% | nt | -18% | nt | 21% | nt
(29) O=C(N/N=C/C(Br)=C/c1ccccc1)C1CC1
  i | ? | -76* | 16% | -26% | ? | ? | -7% | -27%
(30) O=C(N1CCOCC1)C(F)(F)C(F)(F)C(F)(F)C(F)(F)C(=O)N1CCOCC1
  i | 3% | 3 | 1% | 7% | 15% | -7% | 4% | 0%
(31) C1=C[C@@H]2CCN(Cc3ccccc3)Cc3cccc(c32)C1
  ? | -30% | 19 | -18% | 1% | -3% | ? | 15% | -7%
(32) CCN(C(=O)CN1C(=O)COc2ccc(S(=O)(=O)N3CCOCC3)cc21)c1ccc(OC)cc1
  i | 12% | -6 | -1% | 0% | 11% | -8% | 16% | 16%
(33) COc1ccc(N(C(=O)c2cccc(OC)c2OC)C2C=CS(=O)(=O)C2)cc1 (configuration not stated)
  i | ? | 5 | -14% | 10% | -16% | 0% | 7% | 10%
(34) CCOC(=O)c1c(SCC(=O)Nc2cc(Cl)cc(Cl)c2)nc(=O)[nH]c1C
  i | nt | nt | 2% | nt | 5% | nt | 15% | nt
(35) CC(=O)c1ccc(OC(=O)N(c2ccccc2)c2ccccc2)cc1
  i | 5% | -22 | 0% | 4% | 7% | -1% | 4% | 1%
(36) NS(=O)(=O)c1ccc(CCNC(=O)CSCC(=O)Nc2ccc(Cl)cc2)cc1
  i | -1% | 10 | 1% | 4%[9.24 µM] | ? | -14% | -8% | -6%
(37) COc1cc(SC)ccc1C(=O)Nc1ccc(S(=O)(=O)Nc2nccc(C)n2)cc1
  i | nt | nt | 9% | nt | 11% | nt | 0% | nt
(38) O=C(CCN1C(=O)C2CCCCC2C1=O)Nc1nc(-c2ccccc2)cs1 (configuration not stated)
  i | 0% | 11 | 4% | 0% | 5% | 0% | -2% | -3%
(39) CCCCc1ccc(-c2nc(N)n[nH]2)cc1
  i | 17% | -2 | 44%[activator] | -3% | -1% | 6% | 15% | 7%
(40) O=C(NCCc1nnc2ccc(NCCCN3CCOCC3)nn12)c1ccccc1F
  i | 6% | -14 | 5% | 4% | 24% | -18% | -3% | 13%
(41) O=[N+]([O-])C1=CC=C2C(=NC3(CCCCC3)N2O)C1=NC1CCCCC1
  i | 18% | -3 | -10% | 0% | -18% | -1% | 5% | 11%
(42) COc1ccccc1CNC(=O)c1cnccn1
  i | -5% | -18 | 4% | 10% | -23% | 0% | -3% | 0%
(43) O=C(/C=C/c1ccc(F)cc1)NC(=S)NNC(=O)[C@H]1C[C@@H]1c1ccccc1
  i | -8% | 18 | nt | -20% | ? | 17% | -7% | -19%
(44) CCN(CC)c1ccc(CNc2nc3ccccc3n2C(C)C)cc1
  i | 27% | ? | -12% | 8% | 3% | 7% | 5% | -10%
(45) CC(C)(C)NC(=O)C(c1ccncc1)N(C(=O)c1csnn1)c1ccccc1 (configuration not stated)
  i | -13% | 23 | -5% | 1% | -4% | 27% | 4% | -1%
(46) Cc1ccc(C(=O)NCC(=O)OCc2cc(=O)n3c(C)csc3n2)cc1
  i | nt | nt | 10% | nt | 6% | nt | 8% | nt
(47) CCc1ccc(/C(C)=N\Nc2ccc([N+](=O)[O-])cc2)cc1
  i | 9.2µM* | -12 | 21% | -1% | -30% | 15µM* | -4% | -7%
(48) O=C(CSc1n[nH]c(=O)[nH]c1=O)c1ccc([N+](=O)[O-])cc1
  i | -1% | 28 | -2% | 12% | 15% | 3% | 1% | 9%
